Arrestin-AP2 inh: inhibitors of beta-arrestin/AP2 binding, primary screen, biochemical, GPCR trafficking, flow cytometry; FITC-arrestin peptide / GST-AP2 beads; AP2 beta2 appendage carries R879A mutation; inhibition, % at 10 µM; 0.31% of 340,000 active;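 active = inhibition above a set limit, near 3 SD of compounds lacking own fluorescence, cut at about 54% in these data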;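 note: plate controls were DMSO wells for no effect and 5 µM unlabelled arrestin peptide for full effect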
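System: GST-AP2 R879A glutathione beads. Medium: PBS with 0.05% Tween 20 and 0.1% BSA. Also added: FITC-arrestin peptide, 50 nM. Incubation: 12 min plus 1 h, RT. Measured by: high-throughput flow cytometry of beads, ex 488, em 535 nm. Evaluation: percent drop in bead-associated FITC signal.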
dFosB act: activators of delta FosB homodimer, primary screen, biochemical, fluorescence polarization, TAMRA-CDK5 oligo, single point | 0.99% of 340,000 active | purified delta FosB; percent of positive-control signal above neutral wells | activation, % at 25 µM;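 active = mean activation above about 17%, with every replicate also reaching it, limit read from the data, passing the limit was not always enough; inconclusive = only one of the two conditions met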;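 note: fluorescence polarization rise as delta FosB binds a TAMRA Cdk5 AP-1 oligo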
Target sequence (P13346 whole entry, looked up): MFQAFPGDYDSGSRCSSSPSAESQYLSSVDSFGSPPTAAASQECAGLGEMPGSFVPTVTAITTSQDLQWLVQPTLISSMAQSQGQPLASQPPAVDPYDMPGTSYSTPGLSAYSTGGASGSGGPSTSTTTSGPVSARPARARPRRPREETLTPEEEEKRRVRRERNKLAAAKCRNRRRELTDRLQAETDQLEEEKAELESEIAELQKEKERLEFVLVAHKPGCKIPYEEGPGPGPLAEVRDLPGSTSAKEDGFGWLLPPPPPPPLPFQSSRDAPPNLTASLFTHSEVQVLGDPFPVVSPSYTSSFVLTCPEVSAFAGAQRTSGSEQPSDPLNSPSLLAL
DSG3 Ab inh: inhibitors of pemphigus antibody binding to DSG3, primary screen, biochemical, bead-based, flow cytometry, scFv-GFP; AID 588358, 2011; DSG3-coupled beads, scFv-anti-DSG3-GFP binding; active compounds read low; binding (percent of control), % at 10 µM; Desmoglein-3 (Homo sapiens), P32926; 0.48% of 310,000 active;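 active = binding more than 3 SD below its plate's average and above zero; inconclusive = below that plate limit but binding exactly zero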;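 note: hits lower antibody fragment binding to DSG3; some compounds called inactive have numbers as strong as hits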
PKA-R2B activ: activators of PKA-R2B holoenzyme, primary screen, biochemical, fluorescence polarization, Cy5-IP20, human; cAMP-dependent protein kinase catalytic subunit beta (Homo sapiens) + cAMP-dependent …; PKA-R2B holoenzyme dissociation; R2B truncated from residue 108, S112A mutant; 0% DMSO only, 100% 113 µM cGMP; activation, % at 11.4 µM; 0.079% of 340,000 active;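 active = activation above a cutoff set at the mean over all compounds plus 3 SD, cut at about 18% in these data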;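 note: higher means more holoenzyme dissociation and a rise in polarization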
NSD2 HMT inh: NSD2 histone methyltransferase inhibitors, primary screen, biochemical, AlphaScreen, single concentration, set 2 | NSD2 peptide methylation, 120 min | inhibition, % at 12.5 µM | 0.54% of 310,000 active | AID 743445, 2014; in the data active = inhibition above about 50%
PKA-R1A activ: activators of PKA-R1A holoenzyme, primary screen, biochemical, fluorescence polarization, Cy5-IP20, bovine R1A, mouse PKAc. AID 504707, 2011. activation, % at 11.4 µM. 0.083% of 340,000 active. cAMP-dependent protein kinase type I-alpha regulatory subunit (Bos taurus) + …. PKA-R1A dissociation; scaled: DMSO 0%, 113 µM cGMP 100%;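 active = percent activation above the mean of all tested compounds plus 3 SD, cut at about 19% in these data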;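 note: higher means more PKAc released from R1A so a rise in polarization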
SR-BI uptake up: activators of SR-BI mediated DiI-HDL uptake, primary screen, ldlA[mSR-BI] CHO cells, DiI fluorescence; 3 h; 100 = double the neutral-control signal; activation, % at 12.5 µM; 0.096% of 320,000 active;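 active = mean replicate activation of at least 60% and every replicate at or above 60%; inconclusive = mean or all-replicate condition met, but not both; inactive = mean below 60% and not all replicates reaching 60%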;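 note: 0% = median plate neutral-control signal and 100% = twice that signal; values of inactives mirror those of a sister screen read the other way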
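Assay system: LDL receptor-deficient CHO ldlA cells overexpressing murine SR-BI / Medium: BSA-supplemented, HEPES-buffered Ham's F12, pH 7.4 / Probe or stimulus: DiI-labelled HDL at 10 µg/mL final / Timing: compound with DiI-HDL co-incubation, 3 h at 37 °C / Technique: bottom-read cell fluorescence after medium removal, ex 550/em 595 nm / Measure: HDL uptake via cellular fluorescence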
MITF act: activators of MITF-driven TRPM1 promoter reporter, primary screen, cell-based, SK-MEL-5, luciferase, single point. AID 588334, 2011. 0.75% of 300,000 active. activation, % at 12.5 µM. SK-MEL-5 TRPM1-promoter luciferase, 24 h; % of positive control, neutral wells = 0;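 active = mean activation of at least 80% with every replicate also reaching 80%; inconclusive = mean reaches 80% but some replicate falls short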;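 note: 0% = neutral control wells and 100% = parthenolide positive control wells; values of inactives mirror those of a sister screen read the other way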
SR-BI HDL uptake: inhibitors of SR-BI mediated HDL lipid uptake, primary screen, ldlA[mSR-BI] cells, fluorescence, single point; Scavenger receptor class B member 1 (Mus musculus), Q61009; ldlA[mSR-BI] CHO cells, DiI-HDL uptake fluorescence, 3 h; inhibition, % at 12.5 µM; 0.96% of 320,000 active; AID 488896, 2010;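 active = mean replicate inhibition of at least 70% and a set share of replicates each scoring 70 or more; inconclusive = meets just one of the two criteria; inactive = fails both criteria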;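 note: 0% = median of neutral control wells and 100% = median of positive control wells; values of inactives mirror those of a sister screen read the other way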
Target sequence (Q61009 whole entry, looked up): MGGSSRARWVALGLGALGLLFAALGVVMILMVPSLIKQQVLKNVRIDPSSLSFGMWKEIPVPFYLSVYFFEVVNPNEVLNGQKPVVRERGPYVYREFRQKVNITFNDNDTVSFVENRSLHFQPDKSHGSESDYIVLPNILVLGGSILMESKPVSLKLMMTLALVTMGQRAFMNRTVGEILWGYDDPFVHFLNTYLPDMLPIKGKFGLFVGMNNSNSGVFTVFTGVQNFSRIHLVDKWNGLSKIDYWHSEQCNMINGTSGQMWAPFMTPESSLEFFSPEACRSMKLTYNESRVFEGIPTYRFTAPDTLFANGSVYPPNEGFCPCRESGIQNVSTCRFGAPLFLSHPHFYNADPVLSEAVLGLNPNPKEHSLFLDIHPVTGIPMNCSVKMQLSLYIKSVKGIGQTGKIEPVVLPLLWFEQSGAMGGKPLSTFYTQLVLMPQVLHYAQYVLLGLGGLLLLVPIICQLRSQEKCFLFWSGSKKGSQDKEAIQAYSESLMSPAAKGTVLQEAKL
CDK5 p35 inh: inhibitors of human CDK5/p35 kinase, primary screen, biochemical, single concentration | inhibition, % at 10 µM | 0.01% of 330,000 active | Cyclin-dependent kinase 5 (Homo sapiens) + Cyclin-dependent kinase 5 activator 1 (Homo … | Recombinant CDK5/p35, ADP-Glo luminescence, 60 min;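 active = highest replicate inhibition of at least 50% and at least 75% of replicates reaching 50%; inconclusive = only one of the two criteria met; inactive = both criteria failed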;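 note: plate controls were DMSO neutral control for no effect and GW8510 at 10 µM for full effect; many of its hits are not listed in these tables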
Mot1-301 SUMO: yeast Mot1-301 growth rescue at high temperature, primary screen, SUMOylation pathway inhibitor project, S. cerevisiae, ATP luminescence, 38.5C. S. cerevisiae Mot1-301 growth rescue; percent above DMSO median, 100 means doubled. growth rescue, % at 18.8 µM. 1% of 320,000 active. AID 2716, 2010;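 active = every valid replicate shows activation above 250% relative to neutral control wells; inactive = the rest, any valid replicate at or below 250%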;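 note: OY570 slx delta 5 strain wells were the positive control but not used for scaling; some compounds called inactive have numbers as strong as hits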
The depositor's hits bear a star; ? = inconclusive; . = not tested or not shown.

No.	Arrestin-AP2 inh	dFosB act	DSG3 Ab inh	PKA-R2B activ	NSD2 HMT inh	PKA-R1A activ	SR-BI uptake up	MITF act	SR-BI HDL uptake	CDK5 p35 inh	Mot1-301 SUMO	mol
1	22	-3	119	4	0	2	29	-12	-29	-0.7	-11	CCn1c(SCC(=O)NC2CCCCC2)nnc1C(CO)NC(=O)c1ccccc1 (configuration not stated)
2	0	-5	90	1	-1	-3	10	-15	-10	-1.2	-10	Cc1ccc(-n2ncc3c(NCc4cccnc4)ncnc32)c(C)c1
3	12	1	117	1	9	-7	7	-14	-7	-0.8	37	Cc1ccc(S(=O)(=O)Oc2ccccc2/C=C2/SC(=O)NC2=O)cc1
4	20	-8	105	-6	-6	8	2	4	-2	0.9	170	O=C/C(=C\Nc1ccc(Br)cc1)c1nc2ccccc2o1
5	-12	7	101	-5	-2	0	-11	17	11	-0.6	-23	O=C(CSc1nc2cc(Cl)ccc2o1)NC1CC1
6	3	-2	.	8	1	-3	-4	10	4	1.1	2	O=C(Nc1cc2c(cc1Br)OCCCO2)c1cccnc1
7	-14	-1	104	-15	1	-8	-12	-12	12	1.1	6	O=C(Nc1cccc(S(=O)(=O)N2CCOCC2)c1)c1cc([N+](=O)[O-])ccc1N1CCOCC1
8	9	-6	.	4	-4	-1	14	3	-14	0.2	-4	COc1ccc(Oc2nc3ccccc3nc2C(F)(F)F)cc1
9	10	-1	90	-9	-1	2	2	-5	-2	0.3	-8	COc1cccc(-c2nn[nH]n2)c1O
10	7	-4	91	-14	-2	-16	-28	-8	28	0.7	.	CSCc1c(C(=O)OCC(=O)c2ccc[nH]2)oc2ccccc12
11	-8	-3	.	-9	5	-10	23	.	-23	-0.3	272	Cc1ccc(Nc2c(N)c(=O)oc3ccccc23)cc1
12	0	-1	89	-4	1	-15	9	-3	-9	1.0	91	CCOC(=O)C1CN(S(=O)(=O)c2ccc(OC)cc2)c2ccccc2O1 (configuration not stated)
13	6	-6	96	1	3	-14	9	.	-9	-1.3	457	COc1cc(CC(=O)Oc2ccc3c(c2)OCO3)cc(OC)c1OC
14	8	-1	.	7	-2	9	-15	-1	15	0.4	-2	Cc1ccccc1Cn1nc(C)c(NC(=O)/C=C/c2cnn(C)c2)c1C
15	22	-26	99	7	-8	2	-38	17	38	0.3	149	COC(=O)c1sc(NC(=O)C2CCCO2)c(C(=O)OC)c1C (configuration not stated)
16	3	0	79	-12	2	8	-74	0	74*	-0.7	-8	OC(CNc1ccccc1)COc1ccc(OCC(O)CNc2ccccc2)cc1 (configuration not stated)
17	2	-13	.	0	72*	1	-36	?	36	-2.6	440	CC(=O)c1c(C)[nH]c(C(=O)Nc2ccc(C)cc2Br)c1C
18	-14	-7	101	-4	2	9	.	-11	.	-0.1	1	Cc1ccc(S(=O)(=O)N2CCOCC2)cc1NC(=O)CSc1nc(N)cc(=O)[nH]1
19	6	-1	98	10	-2	5	.	5	.	-1.2	4	CCOC(=O)N1CCN(c2c(NCCN3CCN(c4ccccc4F)CC3)c(=O)c2=O)CC1
20	18	-6	108	-8	.	-3	4	20	-4	-0.2	0	Cc1ccc(S(=O)(=O)N2CCC(=O)N(CCOC(=O)Nc3cccc(Cl)c3)CC2)cc1
21	3	-7	106	2	-5	7	31	.	-31	-3.5	13	CCC(C)(C(=O)Nc1ccc2c(c1)OCCO2)N(C(C)=O)c1ccc(C(N)=O)cc1 (configuration not stated)
22	15	5	.	-3	-5	-7	35	-5	-35	0.9	0	Cc1nn(CC(=O)OC(C)C(=O)Nc2ccccc2[N+](=O)[O-])c(C)c1[N+](=O)[O-] (configuration not stated)
23	-4	3	.	-1	-1	3	1	.	-1	-3.8	44	O=C(NCCNC(=O)C(F)(F)F)c1ccncc1
24	0	-2	104	-2	-1	12	12	-9	-12	-16	6	O=C(COc1cccc2ccccc12)NNC(=O)C1CCCO1 (configuration not stated)
25	-3	2	.	-2	0	-2	4	-7	-4	-3.1	4	CCc1ccc(/C=C2\C(=N)N3N=C(CC(=O)N4CCCCC4)SC3=NC2=O)cc1
26	1	-9	95	-2	-4	-1	-11	-2	11	-0.2	-2	CCc1nnc(NC(=O)c2ccc(-c3ccc(F)cc3)o2)s1
27	-9	-8	99	3	17	-6	-3	11	3	-4.7	-11	CCOC(=O)c1sc2ncnc(N3CCN(CC)CC3)c2c1C
28	-3	0	97	4	0	-8	2	-1	-2	-0.2	3	CCNc1nc(NCC)nc(SCCOC(=O)Nc2ccc(Cl)cc2Cl)n1
29	-1	3	103	6	1	1	-9	-4	9	0.8	2	Cc1c(Cl)cccc1NS(=O)(=O)c1ccc(-c2ccc(=O)[nH]n2)o1
30	8	-4	99	-13	-1	-21	-22	8	22	0.4	-20	Cc1ccc(S(=O)(=O)CCC(=O)OCc2cc(C)ccc2C)cc1
31	2	6	117	1	-2	-3	-9	.	9	-0.4	50	CC(C)N1CC(C(=O)Nc2ccc(Cl)c([N+](=O)[O-])c2)CC1=O (configuration not stated)
32	-1	-12	154	3	0	-3	3	22	-3	-5.9	14	Cc1ccc(NC(=O)CO/N=C/c2ccc(N(C)C)cc2)cc1
33	33	7	104	-13	.	-9	-4	.	4	-1.2	3	CC(C)(C)c1cc(-c2nc(N)nc(N)n2)c(O)c(C(C)(C)C)c1
34	-3	-10	104	-7	.	-3	-9	28	9	0.7	-2	COc1cc(C(=O)OC2CC3CCC2(C)C3(C)C)ccc1OC(C)=O (configuration not stated)
35	-5	-8	.	5	1	-4	-22	-4	22	1.0	-6	Cc1ccc(NC(=O)C2CCCN(c3ncnc4c3nc3n4CCCCC3)C2)cc1Cl (configuration not stated)
36	4	19*	109	11	-1	-4	10	-15	-10	-0.1	7	COc1ccc(/C=N/N=C2/NC(=O)C(CC(=O)NC(N)=O)S2)cc1 (configuration not stated)
37	11	-8	.	-10	26	-8	-6	-12	6	2.4	82	CCn1c(=O)n(CC)c2cc(N3CCCC3)c(NC(=O)c3ccc(C)cc3)cc21
38	-4	-1	132	-1	-4	0	-27	-8	27	-2.8	-14	Cc1ccc(NC(=O)CS(=O)CC(=O)NC(C)CCc2ccco2)cc1Cl (configuration not stated)
39	2	-2	.	-3	1	-3	-2	.	2	-0.5	-4	O=CN1CCc2scc[n+]2-c2ccccc21
40	-6	-10	110	-13	2	-15	6	12	-6	0.0	9	CC1CN(C(=O)c2ccc(S(=O)(=O)Nc3cccc(C(F)(F)F)c3)cc2)CC(C)O1 (configuration not stated)
41	-12	0	115	-1	1	-6	-14	-8	14	1.0	-27	CCOc1ccc(OCCCCn2cnc3ccccc3c2=O)cc1
42	-1	-11	102	0	-3	-6	8	10	-8	2.4	-3	COc1ccccc1NS(=O)(=O)c1cc(NC(=O)CCNC(C)=O)ccc1C
43	7	3	.	1	5	-7	19	.	-19	-1.7	8	O=C(NC(Nc1nc2ccccc2s1)(C(F)(F)F)C(F)(F)F)c1ccccc1
44	40	-2	.	6	-6	10	9	-4	-9	0.0	-7	Cc1onc(-c2ccccc2)c1CNS(=O)(=O)c1cccc(Br)c1
45	15	4	67	-7	0	2	8	-8	-8	-1.5	451	O=C(Nc1ccccc1)C12CC3CC(C1)CC(n1cnc([N+](=O)[O-])n1)(C3)C2
46	7	?	96	-11	.	0	-16	-7	16	0.4	-4	Cc1cc(Nc2nc3ccccc3[nH]c2=O)n(-c2ccccc2)n1
47	-10	1	105	-10	0	-9	22	1	-22	1.1	2	NC(=O)c1ccsc1NC(=O)COC(=O)COc1ccccc1F
48	1	-10	97	-2	-1	-7	-1	-11	1	-0.6	9	CC(C)C(=O)c1cn(CC(=O)N2CCCc3ccccc32)c2ccccc12
49	0	-4	83	-3	1	-5	-5	-3	20	-7.6	-13	Cc1ccc(P(=O)(CSC(=N)N)c2ccc(C)cc2)cc1

An unsorted share of the library; any-hit rate near 4.7%.
